Pf growth 96h: P. falciparum growth inhibition at 96 hours; P. falciparum luciferase reporter growth, 96 h; Potency, µM (series often up to 28.7 µM), inactives show top-dose activity change, negative = inhibition, actives largely listed as inhibitors; 320,000 tested, 6.9% active
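96 h incubation, 37 C, 5% CO2, of luciferase-reporter P. falciparum-infected RBCs (2% hematocrit, 0.05% parasitemia final) with test compounds; endpoint luminescence.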
Pf growth 48h: inhibits P. falciparum growth in the first generation, 48 h; P. falciparum luciferase growth in erythrocytes, 48 h; Potency, µM (titrated, usually from 28.7 µM), for inactives: top-dose activity change, negative = inhibition, actives largely listed as inhibitors; 310,000 tested, 5.9% active
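Read-out is firefly luciferase luminescence from an integrated reporter in P. falciparum, so falling signal marks reduced parasite growth. Infected erythrocytes were at 2% hematocrit and 0.1% parasitemia (final) in Albumax-supplemented RPMI 1640.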
TbPYK inhibitor: inhibitors of Trypanosoma brucei pyruvate kinase | Q57TT1 | TbPYK enzyme, Kinase-Glo Plus ATP luminescence, 45 min | Potency, µM (doses to about 76.8 µM), inactives show at the highest dose activity, negative = inhibition, actives largely listed as inhibitors | 410,000 tested, 0.12% active | AID 624173; further: nearly all actives have a fitted effect of over 50% in size
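Enzyme and substrate buffer are dispensed first and compound is pin-transferred. ADP at 130 uM final then starts the reaction, which runs 45 min at room temperature. Detection reagent is added for 10 min before luminescence is imaged.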
Sm TGR inh: inhibitors of Schistosoma mansoni thioredoxin glutathione reductase; AID 485364; purified TGR, DTNB reduction, TNB absorbance 405 nm; Potency, µM (top dose mostly 114 µM), without a hit: at the highest dose activity change, negative = inhibition, usual class: inhibitors; 360,000 tested, 3% active; further: nearly all actives have a fitted effect of over 60% in size
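First, TGR (20 nM dispensed) and NADPH were mixed with compound. Second, a 15 min room-temperature incubation followed. Third, further NADPH and then DTNB were added to start the reaction. Finally, TNB absorbance was monitored kinetically.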
LmPK inh: blocks Leishmania mexicana pyruvate kinase activity. Q27686. purified LmPK, Kinase-Glo ATP luminescence, 1 h. Potency, µM (doses to about 57.5 µM), for inactives: top-dose activity change, negative = inhibition, usual class: inhibitors. 290,000 tested, 0.37% active
Target sequence (Q27686 whole entry, looked up): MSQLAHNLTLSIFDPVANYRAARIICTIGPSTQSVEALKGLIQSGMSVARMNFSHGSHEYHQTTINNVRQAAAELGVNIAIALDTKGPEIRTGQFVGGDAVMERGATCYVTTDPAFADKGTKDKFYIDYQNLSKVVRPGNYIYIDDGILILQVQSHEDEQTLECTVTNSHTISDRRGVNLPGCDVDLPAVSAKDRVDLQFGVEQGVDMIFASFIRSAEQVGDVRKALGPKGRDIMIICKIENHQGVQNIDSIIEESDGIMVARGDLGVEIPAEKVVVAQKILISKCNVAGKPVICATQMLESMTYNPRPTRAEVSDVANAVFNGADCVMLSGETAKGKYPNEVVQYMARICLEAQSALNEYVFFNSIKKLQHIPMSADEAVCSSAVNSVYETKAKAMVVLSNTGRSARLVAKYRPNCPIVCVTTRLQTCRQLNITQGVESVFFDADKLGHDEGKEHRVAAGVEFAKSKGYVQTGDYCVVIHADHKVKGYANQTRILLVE
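Kinase-Glo luminescence read after 1 h RT reaction of 0.1 nM LmPK with 0.5 mM PEP and 0.1 mM ADP. Activity scaled between uninhibited and enzyme-free controls.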
HCV inhibitor: HCV inhibition; 340,000 tested, 3.4% active; Potency, µM (highest dose often 41.8 µM), inactives show top-dose activity change, negative = inhibition, actives largely listed as inhibitors; Huh7.5.1 HCVcc-Cre infection, luciferase reporter, 44 h; AID 651820
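Reporter virus HCVcc-Cre (~0.5 moi) infects cells exposed to compound; seeding density 1,000 cells/well with 4 h settling beforehand. Luminescence, 15 sec read, taken 44 h post-infection following a 15 min RT substrate incubation.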
An asterisk follows results filed as active; u = inconclusive; x = not tested or not shown; & = joins results of further samples; [ ] = another dose, or the depositor's remark. The call rests on the fitted dose curve; in most records, active means well fitted curve in the direction sought with a large enough effect; inconclusive means small, poorly fitted or top-dose-only effect, or another doubt; inactive means no such curve, though single readings can be large; an effect the other way counts as inactive or inconclusive. On the % scale 0 is the no-effect control and ±100 the full control effect; potency means the concentration at half of the fitted maximal effect.

No.	smiles	Pf growth 96h	Pf growth 48h	TbPYK inhibitor	HCV inhibitor	LmPK inh	Sm TGR inh
1	CC1=NN(C2=NS(=O)(=O)c3ccccc32)C(C)(O)C1 (stereo unspecified)	-20%	x	1%	2%	-2%	-1%
2	C=CCc1c(C)[nH]c(=S)c(C#N)c1C	92%[activator]	-19%	u	-11%	28%	-29%
3	Cc1occc1C(=O)Nc1ccc2ccccc2c1	u	176%[activator]	-5%	-13%	u	0%
4	O=C(CCNS(=O)(=O)c1cccc2nsnc12)NC1CCCc2ccccc21 (stereo unspecified)	u	8%	-1%	u	-12%	2%
5	OCC1(Cc2ccccc2)CCN(Cc2ccc(-c3ccco3)cc2)CC1	35%[activator]	u	-10%	-13%	5%	32µM*
6	NC(=O)CSc1cn(Cc2ccccc2)c2ccccc12	-26%	0%	-18%	20%	2%[11.5 µM]	13%
7	O=C(CNC(=O)c1cccc(Cl)c1)N/N=C/C=C/c1ccccc1	14%	62%[activator]	-15%	-23%	2%	-2%
8	COc1ccc(NC(=O)CSc2nc3ccccc3c(=O)n2CCCO)cn1	u	u	-1%	5%	x	-6%
9	C=CCNC(=S)NNC(=O)c1cc(-c2cccnc2)nc2ccccc12	-7%	-16%	-9%	3%	1%	-17%
10	O=C(CN1CCN(S(=O)(=O)c2ccccc2)CC1)NC(=O)NC1CCCCC1	x	-7%	-1%	6%	3%	-3%
11	c1ccc(CN=C2Nc3ccccc3CS2)nc1	-19%	448%[activator]	-11%	-10%	u	4%
12	O=C(NCc1cccs1)C1CCN(S(=O)(=O)N2CCCC2)CC1	82%[activator]	-2%	-4%	21%	-4%	-16%
13	CC(=O)Nc1ccc(NC(=O)COC(=O)CCCc2c[nH]c3ccccc23)cc1	-24%	6%	-1%	26%	x	-7%
14	O=C(CC(C(=O)O)c1ccc(Cl)cc1)c1ccccc1 (stereo unspecified)	-1%	42%[activator]	-11%	14%	-7%	-1%
15	O=[N+]([O-])c1ccc(N(c2ccccc2)c2ccccc2)cc1	u	u	0%	2%	5%	4%
16	O=C(N/N=C/c1cn(-c2ccccc2)nc1-c1cccnc1)c1ccccc1	u	u	0%	u	-1%	-3%
17	COc1ccc(-c2csc(Nc3ccc(S(N)(=O)=O)cc3)n2)cc1	x	-20%	x	5µM*	7%	33%
18	O=C1S/C(=C/c2ccc(N3CCOCC3)o2)C(=O)N1Cc1ccc(F)cc1	u	u	u	u	-6%	1µM*
19	COc1cc(/C=C(\C#N)C(=O)Nc2ccccc2F)ccc1OCCN1CCOCC1	-10%	64%[activator]	0%	18%	-10%	0%
20	O=C(c1ccc(-c2ccccc2)cc1)C1CCCN(C(=O)c2cncs2)C1 (stereo unspecified)	u	u	1%	u	1%	-2%
21	CC(OC(=O)/C=C/c1ccco1)C(=O)Nc1cccc([N+](=O)[O-])c1 (stereo unspecified)	43%[activator]	32%[activator]	-3%	u	-6%	u
22	O=C(/C=C/c1ccc(Br)o1)NCc1ccccc1	19%	1%	u	-3%	5%	x
23	CCN(CC)S(=O)(=O)c1ccc(C(=O)Nc2ccc(C(F)(F)F)n(C)c2=O)cc1	-9%	-8%	0%	u	-3%	-1%
24	O=C(/C=N/O)Nc1ccccc1	0%	u	-2%	15%	-3%	-27%
25	O=C(Oc1ccccc1OC(=O)N1CCOCC1)N1CCOCC1	-10%	5%	3%	18%	7%	-2%
26	COC(=O)c1ccccc1C(=O)N1CCCC(CCC(=O)NCc2ccc(F)c(F)c2)C1 (stereo unspecified)	32%[activator]	69%[activator]	-1%	4%	1%	10%
27	CCCCNCCOc1ccccc1-c1ccccc1	u	-15%	7%	u	3%	-5%
28	O=[N+]([O-])c1ccc(N=Cc2ccc(Br)c([N+](=O)[O-])c2)cc1	u	0%	1%	u	1%	32µM*
29	Cc1ccc(NC(=O)CN2C(=O)NC3(CCCC3)C2=O)cc1S(=O)(=O)N1CCCCC1	u	u	1%	u	x	1%
30	O=C(Nc1cccc(F)c1)/C(=C\c1cccnc1)NC(=O)c1ccco1	-1%	-6%	2%	15%	-2%	4%
31	CC(=O)Nc1ccc(S(=O)(=O)N(CC(=O)Nc2cc(C)on2)Cc2ccc(F)cc2)cc1	-6%	-24%	1%	-16%	7%	0%
32	CC(OC(=O)c1cccc(S(=O)(=O)N2CCCC2)c1)C(=O)NC1CCCCC1C (stereo unspecified)	-4%	u	-7%	-24%	x	-17%
33	C=CCNC(=S)N/N=C(\C)c1cccnc1	u	6%	1%	u	1%	u
34	O=C(CN1C(=O)CCC1=O)NC(=O)NC1CCCC1	62%[activator]	12%	2%	0%	1%	10%
35	Oc1ccc(-c2n[nH]c(=S)n2Cc2ccco2)cc1	-23%	x	u	-6%	11µM*	-1%
36	CCOC(=O)c1c(C)oc2c1c1c(c3ccccc32)OCN(Cc2cccnc2)C1	u	u	-3%	6.3µM*	0%	0.35µM*
37	CCOC(=O)Nc1nnc(/C=C/c2ccc(OC)cc2)s1	1%	23%	-2%	0%	1%	0%
38	Cc1ccccc1NCCC(=O)Nc1ccc(Cl)cc1	30%	16%	-23%	-24%	1%	-10%
39	Cc1ccc(S(=O)(=O)NCC(=O)OCc2cc(=O)oc3c(C)c(C)ccc23)cc1C	14%	17%	2%	-16%	x	0%
40	Cc1cccc(CCN(C(=O)c2csnn2)C(C(=O)NC2CCCC2)c2ccco2)c1 (stereo unspecified)	28%	u	-11%	-13%	7%	-2%
41	COc1cc(NC(=O)CCC(=O)OCCCC(F)(F)C(F)(F)F)nc(OC)n1	51%[activator]	-1%	0%	-8%	6%	x
42	Cc1cc(NS(=O)(=O)c2c(C)c(C)cc(C)c2C)no1	u	8%	5%	10%	1%	2%
43	Cc1cc2occ(CC(=O)N(C)CC(=O)Nc3ccccc3Br)c2cc1C	14%	1%	-3%	6%	x	2%
44	Cn1c(-c2cnn(-c3ccccc3)c2-n2cccc2)n[nH]c1=S	u	-30%	u	4%	3%	-4%
45	NC(=S)N1CCCc2ccccc21	u	u	0%	18%	0%	0%
46	O=C(c1ccc(-n2cncn2)c([N+](=O)[O-])c1)N1CCN(S(=O)(=O)c2ccc(Br)cc2)CC1	u	-18%	2%	16%	x	-10%
47	Cc1nc(Nc2nc(CSc3ccc(Cl)cc3)cc(=O)[nH]2)nc2ccccc12	u	0%	1%	5%	5%	9%
48	O=C(CN1CCN(c2ccc(Cl)cc2)CC1)Nc1ccc(F)c(F)c1	x	11%	-2%&2%	u	3%	0%&14%
49	O=C(NCCN1CCCC1=O)Nc1ccccc1	x	26%	4%	29%	-8%	7%
50	C/C(=N/NC(=O)c1ccncc1)c1ccc(NC(=O)c2ccc(Cl)cc2Cl)cc1	-1%	48%[activator]	-10%	-2%	-10%	-10%

Additional structures
No.	smiles	Pf growth 96h	Pf growth 48h	TbPYK inhibitor	HCV inhibitor	LmPK inh	Sm TGR inh
51	CCC(Sc1nc(C)cc(C)n1)C(=O)Nc1nccs1 (stereo unspecified)	13µM*	u	1%	-3%	-9%	-9%
52	CCn1c(SCC(=O)Nc2cccc(C)n2)nc2c1c(=O)n(C)c(=O)n2C	61%[activator]	0%	-2%	8%	-2%	7%
53	Nc1c(Cl)ncnc1N/N=C/c1cccc(O)c1	2%	51%[activator]	1%	11%	-13%	u
54	Nc1c(C(=O)N/N=C/c2ccc([N+](=O)[O-])cc2)cnn1-c1ccccc1	16%	23%	-13%	5%	2%	3%
55	Cc1onc(-c2c(Cl)cccc2Cl)c1NC(=O)NNc1ccccc1	0%	u	-3%	15%	4%	-12%
56	COc1ccccc1NC(=O)CSc1nnc(CCNC(=O)c2ccc(C)cc2)n1C	-20%	u	5%	-4%	-2%	13%
57	O=C(c1ccco1)N1CCN(C(=O)C2CCCc3c2[nH]c2ccc(Cl)cc32)CC1 (stereo unspecified)	x	u	-4%	u	3%	49%[activator]
58	CCOC(=O)c1c(Cc2ccccc2)c[nH]c1C	4%	32%[activator]	-1%	9%	6%	5%
59	Cc1occc1-c1nnc(SCC(=O)NCc2cccs2)n1CC1CCCO1 (stereo unspecified)	5.2µM*	u	-2%	20%	-1%	-4%
60	O=C(c1cnn2c(C(F)F)cc(C3CC3)nc12)N1CCCC1	-19%	x	-8%	u	0%	0%
61	Cc1cccc(N2C(=O)N(c3ccccc3C)C3CS(=O)(=O)CC32)c1 (stereo unspecified)	u	-23%	1%	19%	0%	-3%
62	O=C(O)C1C(C(=O)O)C1(c1ccccc1)c1ccccc1 (stereo unspecified)	0%	-1%	-21%	12%	6%	-12%
63	COc1cccc(NC(=S)N(CCN2CCCCC2)Cc2ccco2)c1	-15%	-11%	4%	-7%	0%	-28%
64	Cn1c(SCC(=O)Nc2ccccc2C(F)(F)F)nc2c(c1=O)SCC2	16%	7%	-6%	u	0%	-14%
65	Cc1ccc(S(=O)(=O)N2CCOCC2)cc1NC(=O)COC(=O)c1cnccn1	30%	11%	6%	1%	x	-12%
66	CC(Oc1ccc(Br)cc1)C(=O)Nc1cc(Cl)ccc1N1CCN(C)CC1 (stereo unspecified)	12µM*	12µM*	-10%	u	x	3%
67	COc1ccccc1NS(=O)(=O)c1cc(NC(=O)CCC(=O)c2cccs2)ccc1Cl	-19%	-12%	-2%	u	2%	4%

Molecules above containing a furan ring, fused or not:
No.	smiles	Pf growth 96h	Pf growth 48h	TbPYK inhibitor	HCV inhibitor	LmPK inh	Sm TGR inh
3	Cc1occc1C(=O)Nc1ccc2ccccc2c1	u	176%[activator]	-5%	-13%	u	0%
5	OCC1(Cc2ccccc2)CCN(Cc2ccc(-c3ccco3)cc2)CC1	35%[activator]	u	-10%	-13%	5%	32µM*
18	O=C1S/C(=C/c2ccc(N3CCOCC3)o2)C(=O)N1Cc1ccc(F)cc1	u	u	u	u	-6%	1µM*
21	CC(OC(=O)/C=C/c1ccco1)C(=O)Nc1cccc([N+](=O)[O-])c1 (stereo unspecified)	43%[activator]	32%[activator]	-3%	u	-6%	u
22	O=C(/C=C/c1ccc(Br)o1)NCc1ccccc1	19%	1%	u	-3%	5%	x
30	O=C(Nc1cccc(F)c1)/C(=C\c1cccnc1)NC(=O)c1ccco1	-1%	-6%	2%	15%	-2%	4%
35	Oc1ccc(-c2n[nH]c(=S)n2Cc2ccco2)cc1	-23%	x	u	-6%	11µM*	-1%
36	CCOC(=O)c1c(C)oc2c1c1c(c3ccccc32)OCN(Cc2cccnc2)C1	u	u	-3%	6.3µM*	0%	0.35µM*
40	Cc1cccc(CCN(C(=O)c2csnn2)C(C(=O)NC2CCCC2)c2ccco2)c1 (stereo unspecified)	28%	u	-11%	-13%	7%	-2%
43	Cc1cc2occ(CC(=O)N(C)CC(=O)Nc3ccccc3Br)c2cc1C	14%	1%	-3%	6%	x	2%
57	O=C(c1ccco1)N1CCN(C(=O)C2CCCc3c2[nH]c2ccc(Cl)cc32)CC1 (stereo unspecified)	x	u	-4%	u	3%	49%[activator]
59	Cc1occc1-c1nnc(SCC(=O)NCc2cccs2)n1CC1CCCO1 (stereo unspecified)	5.2µM*	u	-2%	20%	-1%	-4%
63	COc1cccc(NC(=S)N(CCN2CCCCC2)Cc2ccco2)c1	-15%	-11%	4%	-7%	0%	-28%
